MEKK2 mut-MEK5 = signal of MEK5 binding to mutant human MEKK2 PB1 domain; bead flow cytometry, Alexa488-MEK5 binding to MEKK2 mutant; percent response, % at 10 µM; 290,000 tested, 0.35% active; in the data active means percent response above about 24%, passing the limit was not always enough; further: inactives centre near 1; some results filed as inactive read as strong as hits
V1aR counter = V1a receptor agonism, counter-screen for OXTR agonists; P37288; CHO-V1R cells, Fluo-8 calcium fluorescence, agonist mode; 0% DMSO, 100% 3 nM vasopressin; activation, % at 3 µM; 320,000 tested, 0.25% active; AID 2797;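 active means activation above the mean activation of all tested compounds plus 3 SD, per screening run, cut at about 20% in these data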;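 further: signal is peak over basal fluorescence ratio across a 100 second FLIPR read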
Target sequence (P37288 whole entry, looked up): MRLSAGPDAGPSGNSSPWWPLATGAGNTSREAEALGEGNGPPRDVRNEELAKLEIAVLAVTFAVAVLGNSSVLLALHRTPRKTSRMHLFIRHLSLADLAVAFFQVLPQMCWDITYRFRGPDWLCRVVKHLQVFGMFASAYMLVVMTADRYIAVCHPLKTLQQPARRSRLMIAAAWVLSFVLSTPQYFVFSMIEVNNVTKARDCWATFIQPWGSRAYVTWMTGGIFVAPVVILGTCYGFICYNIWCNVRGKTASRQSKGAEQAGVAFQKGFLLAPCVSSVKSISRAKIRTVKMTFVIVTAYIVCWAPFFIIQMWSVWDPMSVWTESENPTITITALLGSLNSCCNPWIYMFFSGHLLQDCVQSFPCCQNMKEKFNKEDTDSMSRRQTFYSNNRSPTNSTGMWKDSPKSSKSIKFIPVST
GPR7 antag = human neuropeptides B/W receptor 1 antagonism; P48145; GPR7-expressing cells, fluorescence antagonist assay; inhibition, % at 4.4 µM; 290,000 tested, 1.1% active; in the data active means inhibition above about 16%, passing the limit was not always enough;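 further: cells stimulated with the agonist NPW; 0% = agonist with vehicle and 100% = vehicle without agonist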
OXTR ag = agonists of human oxytocin receptor. P30559. 320,000 tested, 0.32% active. AID 2435. CHO-OTR cells, Fluo-8 calcium fluorescence; normalized: DMSO 0%, oxytocin 100%. activation, % at 3 µM;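 active means activation above the mean of all tested compounds plus 3 SD, cutoff set per screening run, cut at about 20% in these data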;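 further: peak over basal fluorescence ratio from a 100 s FLIPR kinetic read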
Target sequence (P30559 whole entry, looked up): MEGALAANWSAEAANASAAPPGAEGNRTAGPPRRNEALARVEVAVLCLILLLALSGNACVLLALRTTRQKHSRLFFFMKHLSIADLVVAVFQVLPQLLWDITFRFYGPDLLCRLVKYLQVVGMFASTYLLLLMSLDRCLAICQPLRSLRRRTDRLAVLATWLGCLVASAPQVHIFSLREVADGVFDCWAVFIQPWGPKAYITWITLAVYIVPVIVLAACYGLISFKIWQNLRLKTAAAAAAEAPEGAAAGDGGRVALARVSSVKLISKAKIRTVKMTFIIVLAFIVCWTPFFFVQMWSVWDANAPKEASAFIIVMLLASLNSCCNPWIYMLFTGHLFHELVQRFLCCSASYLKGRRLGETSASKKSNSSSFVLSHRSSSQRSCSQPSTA
M18AAP inhibitor = PfM18AAP enzyme inhibition; inhibition, % at 7.35 µM; 290,000 tested, 1.2% active; AID 1822; recombinant PfM18AAP, H-Glu-NHMec fluorogenic cleavage;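 active means inhibition above the campaign mean inhibition over all tested compounds plus 3 SD, cut at about 28% in these data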;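 further: 0% = plate median of test compound wells and 100% = 2 mM ZnCl2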
MEKK2wt PB1 HTS = raises or lowers MEK5 binding to wildtype human MEKK2 PB1 domain; 290,000 tested, 1.1% active; Q9Y2U5; binding response (% of control), % at 10 µM; bead flow cytometry, Alexa488-MEK5 binding to MEKK2 WT; actives lie on both sides; AID 1531; in the data active means binding response below about 67% or above about 130%
OXTR potentiator = potentiates the human oxytocin receptor response | P30559 | CHO-OTR cells, Fluo-8 calcium fluorescence, potentiator mode; 0% = oxytocin EC15, 100% = EC100 | activation, % at 3 µM | 320,000 tested, 0.061% active | AID 2445;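 active means activation above that plate's cutoff, the mean activation of tested compounds plus 3 SD, cut at about 6.6% in these data, passing the limit was not always enough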;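 further: 100% uses oxytocin at 75 nM as the full agonist control; some results filed as inactive read as strong as hits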
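Replication – single well per compound, singlicate · Assay system – CHO cell line stably expressing human OTR · Timing – 6 min pre-incubation, 100 s read · Measure – normalized max/min fluorescence ratio, % activation · Doses – 3.0 µM, one dose · Detection – Fluo-8 calcium dye fluorescence · Probe or stimulus – oxytocin near EC15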
GalR3 antagonist = human GalR3 antagonism. O60755. HEK293 GalR3-CNG cAMP membrane potential fluorescence; galR3 body fused to GalR1 C-terminus. inhibition, % at 3 µM. 360,000 tested, 0.44% active. AID 651719;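 active means inhibition above the screen-wide average plus 3 SD, cut at about 13% in these data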;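 further: forskolin and galanin both at EC90 stimulate the cells; cAMP rise reported by CNG channel membrane potential dye signal; 0% = forskolin plus galanin with DMSO and 100% = forskolin alone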
NALP1 inh = blocks the NALP1 inflammasome reconstituted in yeast; S. cerevisiae NALP1/ASC/caspase-1 growth, X-gal OD620, 72 h; inhibition, % at 10 µM; 280,000 tested, 0.61% active; AID 2071; in the data active means inhibition mostly above about 24%, no sharp cut-off; inactive means mostly below about 32%; further: some compounds called inactive have numbers as strong as hits
The depositor's hits bear a star; x = not tested or not shown; & = joins results of further samples.

Under each structure: MEKK2 mut-MEK5, V1aR counter, GPR7 antag, OXTR ag, M18AAP inhibitor, MEKK2wt PB1 HTS, OXTR potentiator, GalR3 antagonist, NALP1 inh
COC1=C/C(=C/c2c(N)n3nc(-c4ccc(C)cc4)sc3nc2=O)C=CC1=O
    4.0, x, 12.7, x, 5.0, 94.0, x, -1.1, -13.8
O=c1[nH]c(C2CCN(S(=O)(=O)c3ccccc3F)CC2)nc2c1nnn2Cc1ccc(F)cc1
    2.0, -0.8, 5.7, -1.1, 2.2, 98.0, -2.3, -9.0, 2.6
COc1ccc(S(=O)(=O)NCc2ccco2)cc1NC(=O)c1ccccc1
    -1.0, 1.7, -4.8, 1.3, 5.8, 98.0, -11.3, 2.2, -9.9
C=CCn1c(COc2ccc(OC)cc2)nnc1SC(C)C(=O)NC1CC1 (configuration not stated)
    x, -0.1, x, -0.2, x, x, -0.3, -3.0, x
COc1ccccc1-n1cnnc1SCC(=O)c1cc(C)n(Cc2cccs2)c1C
    -4.0, 2.6, -2.6, 0.8, 3.3, 97.0, -1.5, -5.6, 13.7
CCOc1ccccc1NC(=O)NCc1ccc2c(c1)OCO2
    8.0, -0.2, -17.4, -1.0, -1.9, 103.0, -4.6, 3.6, 4.1
O=C(c1cc(F)c(F)cc1Cl)N1CCN(c2ccc([N+](=O)[O-])c3ncccc23)CC1
    -2.0, 7.3, 0.3, 7.3, -5.3, 96.0, -10.7, -4.5, 25.9
C[C@H](CO)N1C[C@H](C)[C@@H](CN(C)CC2CC2)Oc2c(NS(=O)(=O)c3ccc(F)cc3)cccc2C1=O
    x, 1.8, x, 1.1, x, x, 0.1, -5.1, x
O=C(COc1cccnc1[N+](=O)[O-])Nc1ccc(S(=O)(=O)N2CCOCC2)cc1
    -1.0, 0.1, -4.5, 1.6, -0.6, 104.0, -3.4, -1.7, -15.8
Nc1c(C(=O)CSc2nncn2-c2ccccc2)c(=O)[nH]c(=O)n1C1CC1
    x, 0.9, x, -0.3, x, x, -2.0, -4.1, x
NC12CCc3c(no[n+]3[O-])C1(O)CC(c1ccccc1)=[N+]2[O-] (configuration not stated)
    -6.0, 0.1, -4.1, 0.5, 10.6, 95.0, -8.9, -6.4, 43.4
CCCCN1Cc2cc(C(=O)c3cc(OC)ccc3O)cnc2NC1=O
    1.0, 1.1, -1.2, -0.5, -3.4, 101.0, -1.8, -1.2, 18.4
COC(=O)c1ccccc1NC(=S)NC(=O)c1ccccc1C
    x, -1.6, -14.0, -2.1, 8.6, x, -7.0, -5.1, 17.9
COC(=O)c1ccc(CSc2nnc(Nc3ccc(C)cc3)s2)o1
    2.0, -0.8, -1.4, -2.3, -1.9, 100.0, -9.0, -4.5, -6.6
COc1ccc(-c2nc(CCNC(=O)c3ccc(Br)o3)cs2)cc1
    6.0, 1.8, -11.9, -1.1, -3.4, 108.0, -8.6, x, 34.2
CCCN(C(=O)COC(=O)CCOc1ccccc1)c1c(N)n(Cc2ccccc2)c(=O)[nH]c1=O
    x, -0.3, x, -0.8, x, x, -15.4, -5.7, x
CC1(C)NC(=O)N(CC(O)CN(c2ccccc2)S(=O)(=O)c2ccccc2[N+](=O)[O-])C1=O (configuration not stated)
    6.0, 3.0, -1.2, 0.3, 4.4, 105.0, -11.5, -5.8, -0.6
CCCc1[nH]nc2c1C(c1cccc(OC(=O)c3ccco3)c1)C(C#N)=C(N)O2 (configuration not stated)
    2.0, -1.1, -12.8, -1.1, -10.4, 102.0, -7.9, -7.9, 10.6
COc1ccccc1CN1CCCC(CNC(=O)c2cccc3ccccc23)C1 (configuration not stated)
    2.0, -1.1, -11.4, -1.3, -3.9, 110.0, -12.4, -10.3, 24.4
Fc1ccccc1NC(=S)NCc1ccc2c(c1)OCO2
    -4.0, -0.5, 31.2*, -2.6, 13.8, 88.0, -0.3, -2.5, 25.6
CCOCCn1c(=NC(=O)c2ccc(S(=O)(=O)N3CCOCC3)cc2)sc2cc(S(N)(=O)=O)ccc21
    3.0, 1.0, -7.6, 0.7, 4.5, 101.0, -6.1, -4.6, 12.1
COc1ccc(-n2nc(C(=O)NCC(=O)NCc3ccc(F)cc3)c3ccccc3c2=O)cc1OC
    1.0, 3.0, -9.3, 3.5, -0.7, 102.0, -11.5, 0.9, -8.2
Cc1cccc(N(C(=O)c2csnn2)C(C(=O)NC2CCCCC2)c2ccncc2)c1 (configuration not stated)
    1.0, -1.3, 16.4, -1.5, 2.4, 103.0, -9.6, -7.3, 36.1
COc1ccccc1NC(=O)C1=C(C)NC2=C(C(=O)CCC2)C1c1ccc(C)o1 (configuration not stated)
    -5.0, -0.2, 0.8, -0.3, -10.5, 89.0, -2.1, -14.4, 27.0
CCOC(=O)C(=CNc1ccc(Oc2cccnc2)nc1)C(=O)OCC
    -17.0, -1.3, -13.0, -1.4, 6.6, 88.0, 2.9, 2.1, 14.9
Cc1cc(CNC(=O)COc2ccccc2F)c2ccccc2n1
    5.0, 7.2, -19.6, 6.6, 0.8, 105.0, -13.2, -5.5, 14.6
Cc1nc(C)c(-c2ccc(SCC(=O)Nc3ccccc3)nn2)s1
    10.0, 9.0, -11.4, 7.4, 2.6, 112.0, -12.4, -0.4, 7.2
CC(C)c1ccc(NC(=O)c2ccc(NS(C)(=O)=O)cc2)cc1
    -1.0, 0.1, 5.8, 0.2, -1.7, 94.0, -9.6, -3.7, 1.1
Cc1ccc2nc(SCC(=O)NCc3ccccc3)nc(=O)n2c1
    x, 1.1, x, -0.7, x, x, -2.4, -2.2, x
O=C(N/N=C/c1ccncc1)c1ccc(NC(=O)c2ccc(Cl)cc2)cc1
    1.0, 1.0, 1.1, 0.8, 1.5, 103.0, -4.5, -2.2, -8.9
NC(=O)C1CCN(C(=O)CCc2nc3ccccc3c(=O)[nH]2)CC1
    8.0, 0.2, -7.7, -0.1, -2.5, 109.0, -2.8, -6.3, 12.6
COc1ccc2[nH]cc(CCNC(=O)COc3cc(C)cc4oc(=O)cc(C)c34)c2c1
    5.0, 0.3, -11.7, -0.8, -2.7, 101.0, -5.7, 2.9, -5.6
Cc1nc(-c2ccccc2)nc2n[nH]c(N)c12
    x, 0.7, x, 1.9, x, x, 3.4, -2.6, x
CCCCn1c(SCC(=O)NCc2ccco2)nc2c(sc3ccccc32)c1=O
    1.0, -0.3, -3.5, -0.5, 13.6, 99.0, -5.8, -5.4, 22.4
COc1ccc(-n2nc(C(=O)NCC(=O)N3CCN(c4ccccc4F)CC3)c3ccccc3c2=O)cc1
    0.0, -1.2, -6.8, -1.7, 4.5, 101.0, -7.1, -8.8, 12.4
CCNC(=O)COc1ccc(C=O)cc1OC
    8.0, 0.7, -4.9, 0.1, -0.6, 107.0, -1.9, 6.6, 25.7
O=C(Cc1ccc(Cl)cc1)Nc1ccc(C(=O)N2CCCCC2)cc1
    13.0, 12.0, -1.8, 9.8, -1.8, 105.0, -13.6, -0.4, -0.2
Cc1occc1-c1nnc(SCC(=O)Nc2nc(-c3ccccc3)cs2)o1
    3.0, 0.6, 7.5, 1.0, 11.1, 100.0, -12.0, -6.0, -12.2
CCCCCCn1cnc2c(c1=O)c1nc3ccccc3nc1n2/N=C/c1ccco1
    9.0, x, -4.2, x, -2.8, 96.0, x, -4.0, 22.2
O=C(Cc1ccccc1[N+](=O)[O-])Nc1nccs1
    -4.0, -0.7, -2.5, 0.9, -1.6, 92.0, -0.8, -6.2, x
Cc1ccc(S(=O)(=O)N2CCN(c3ncnc4ccccc34)CC2)cc1
    x, 9.1, x, 17.1, x, x, -11.8, -7.0, x
CCC(Sc1nc2c(c(=O)[nH]1)CCC2)C(=O)Nc1cccc(OC)c1 (configuration not stated)
    4.0, -0.8, 1.8, -0.2, -4.2, 100.0, 5.7, -7.9, 23.1
Cc1ccc(S(=O)(=O)c2c(C)nn(C(C)(C)C)c2OC(=O)C(C)C)cc1
    -6.0, 0.3, -3.6, -1.3, -0.9, 98.0, -1.2, -8.4, -1.3
CCC1=Nc2cc(C(=O)N3CCCCC3)ccc2Sc2ccc(C)cc21
    1.0, -0.1, -2.1, -1.5, 13.3, 102.0, -2.0, 2.2, 3.8
CS(=O)(=O)N(CC(=O)NC1CCCCC1)Cc1ccc(F)cc1
    6.0, 0.4, -7.7, -0.6, -3.7, 101.0, -1.3, -3.7, -9.0
O=C(N/N=C/c1coc2ccccc2c1=O)c1cccc([N+](=O)[O-])c1
    -3.0, 1.9, 8.2, 1.4, 15.5, 100.0, -2.3, -4.6, 25.3
Nc1cc(=O)[nH]c(SCC(=O)Nc2cccc(Cl)c2)n1
    0.0, 0.1, -14.4, 1.9, 6.7, 96.0, 1.0, -3.9, 7.2
Cc1cccc2nc(-c3ccco3)c(Nc3ccc4c(c3)OCCO4)n12
    -9.0, -1.9, -9.0, -2.8, -0.5, 83.0, -8.0, -6.0, -0.7
Cc1ccc(C)c(-c2nnc(NC(=O)c3ccc([N+](=O)[O-])o3)o2)c1
    x, -1.0, x, -1.0, x, x, 7.0, -4.5, x
CCc1cccc2c(C(=O)CSc3nnc(-c4ccoc4C)n3C)c[nH]c12
    7.0, 1.5, -2.3, 2.2, -1.0, 103.0, -4.9, -4.7, 7.7
CCOc1ccc(CN2CCNC(=O)C2CC(=O)NCCCC2CCCC2)cc1 (configuration not stated)
    22.0, -0.5, -10.3, -0.8, 4.8, 133.0, -1.0, -4.0, 1.0
Cc1ccc(C)c(N2CCN(C(=O)CSc3ccsc3[N+](=O)[O-])CC2)c1
    8.0, 1.1, -3.5, 0.2, 3.0, 111.0, -8.3, -1.7, 38.0
C=CCOc1ccc(Cl)cc1C(=O)O
    8.0, 0.2, -9.2, -0.2, -1.0, 105.0, -13.0, 6.8, 19.5
COc1cc(/C=N/N(C)C2=NS(=O)(=O)c3ccccc32)cc(OC)c1OC
    2.0, 2.2, -8.3, -1.0, -0.3, 104.0, -12.1, -8.4, 14.0
Cc1csc(NC(=O)CCC(=O)N(CC(=O)NC2CCCCC2)c2ccccc2)n1
    4.0, 1.9, 7.9, 5.3, -5.0, 101.0, -6.9, -8.1, -0.4
CCc1cc(CNC(=O)c2ccc(OC3CCN(C(C)=O)CC3)c(OC)c2)on1
    12.0, 0.7, -6.9, -0.6, 5.9, 105.0, -9.1, -1.6, 3.5
CC(OC(=O)c1cc(=O)[nH]c2ccccc12)C(=O)Nc1ccccc1F (configuration not stated)
    x, -1.3, x, -0.1, x, x, -0.7, -4.0, x
CCOc1cc(NC(=S)NC)c(OCC)cc1NC(=O)c1ccc(OC)cc1
    -7.0, 0.1, -4.1, -0.2, -1.7, 94.0, -4.2, -3.5, 10.2
COc1cc(/C=C/C(=O)Oc2coc(CSc3ncccn3)cc2=O)cc(OC)c1OC
    -2.0, -0.8, -14.0, 1.1, -10.8, 104.0, -5.0, -5.7, -2.0
COc1ccc2c(C=Nc3c(C)n(C)n(-c4ccccc4)c3=O)c(O)n(Cc3ccco3)c(=O)c2c1
    0.0, -0.8, 10.4&0.0, -0.7, -19.5&-9.8, 100.0, -3.3, -3.4&-7.4, 21.3&-5.1

Shown as a hit in GPR7 antag, of those listed so far:
structure | MEKK2 mut-MEK5 | GPR7 antag | M18AAP inhibitor | MEKK2wt PB1 HTS | GalR3 antagonist | NALP1 inh
Fc1ccccc1NC(=S)NCc1ccc2c(c1)OCO2 | -4.0 | 31.2* | 13.8 | 88.0 | -2.5 | 25.6

Screens (PubChem)
